High-throughput results from PubChem.
CHRM4 PAM = CHRM4 positive allosteric modulation. P08173. CHO-K1 hM4/Gqi5, Fluo-8 calcium fluorescence, ACh EC20; 0% = ACh EC20, 100% = maximal ACh. hit rate 0.4% among 360,000. AID 624126. activation, % at 3 µM;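 active = activation above its plate's cutoff, the mean activation of sample wells plus 3 SD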; also: some results filed as inactive read as strong as hits
CHRM4 agonist = CHRM4 agonism in calcium assay. CHO-K1 hM4/Gqi5, Fluo-8 calcium fluorescence; vehicle 0%, full acetylcholine response 100%. activation, % at 3 µM. hit rate 0.14% among 360,000;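 active = activation above the run mean over all test wells plus 3 SD, cut at about 32% in these data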;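 also: peak over basal fluorescence ratio per well then scaled between controls; 0% = DMSO wells and 100% = acetylcholine at EC100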
CRFBP-R2 agonist = CRF-BP/CRF-R2 complex agonism | AID 588473 | activation, % at 13.2 µM | HEK293 CRF-R2/CRF-BP, calcium dye fluorescence (FLIPR); percent of saturating CRF peptide response | hit rate 0.46% among 350,000;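 active = activation of at least 50%, plus an integration ratio under a set limit after plate pattern correction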;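 also: plate controls were neutral control wells without compound for no effect and CRF at EC100 for full effect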
CHRM5 PAM = CHRM5 positive allosteric modulation; CHO-K1 hM5, Fluo-8 calcium, ACh EC20 PAM; 0% = ACh EC20, 100% = ACh EC100; hit rate 0.3% among 360,000; activation, % at 3 µM; P08912;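 active = activation above the run cutoff, the mean activation of all test compounds plus 3 SD, cut at about 18% in these data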
Target sequence (P08912 whole entry, looked up): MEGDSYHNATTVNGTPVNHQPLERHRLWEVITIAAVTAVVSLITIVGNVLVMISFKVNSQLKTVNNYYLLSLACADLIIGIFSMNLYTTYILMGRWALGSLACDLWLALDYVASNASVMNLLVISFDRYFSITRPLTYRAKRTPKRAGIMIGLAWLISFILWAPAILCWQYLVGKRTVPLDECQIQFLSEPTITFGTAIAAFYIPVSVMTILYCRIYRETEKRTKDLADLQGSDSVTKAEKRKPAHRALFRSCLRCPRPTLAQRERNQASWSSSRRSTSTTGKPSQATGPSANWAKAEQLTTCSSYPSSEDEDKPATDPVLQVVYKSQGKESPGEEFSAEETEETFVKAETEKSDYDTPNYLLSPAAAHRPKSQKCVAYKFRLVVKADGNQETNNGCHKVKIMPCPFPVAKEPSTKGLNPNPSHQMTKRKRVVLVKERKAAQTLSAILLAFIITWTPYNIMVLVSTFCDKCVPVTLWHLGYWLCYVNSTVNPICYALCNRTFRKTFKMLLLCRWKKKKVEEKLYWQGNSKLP
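system = human M5 receptor in CHO-K1 cells | reagent = EC20 acetylcholine as agonist stimulus | compound dosing = single-point, 3 µM nominal | incubation = Fluo-8 loading 80 min at 37 °C plus 30 min room temperature | detection = Fluo-8 calcium dye fluorescence, kinetic read | benchmarks = low control EC20 acetylcholine (0%), high control EC100 acetylcholine (100%)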
M5 ag = CHRM5 agonism in calcium assay; CHO-K1 hM5 cells, Fluo-8 calcium fluorescence; 0% DMSO wells, 100% maximal acetylcholine response; activation, % at 3 µM; hit rate 0.19% among 360,000; AID 624037;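 active = activation above the run's mean over test compounds plus 3 SD, cut at about 23% in these data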;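 also: signal is peak over basal fluorescence ratio across the kinetic read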
M4 antag = CHRM4 antagonism in calcium assay; AID 624125; inhibition, % at 3 µM; CHO-hM4 cells, ACh EC80, Fluo-8 calcium fluorescence; hit rate 0.73% among 360,000;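 active = inhibition above its plate's cutoff, the mean inhibition of sample wells plus 3 SD, cut at about 27% in these data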;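 also: 0% = acetylcholine EC80 with DMSO and 100% = DMSO without agonist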
CHRM5 antagonist = blocks acetylcholine activation of human M5 receptor; hit rate 0.59% among 360,000; inhibition, % at 3 µM; P08912; AID 624040; CHO-hM5 cells, Fluo-8 calcium fluorescence, ACh EC80;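 active = inhibition above a per-plate cutoff, the mean of that plate's test compounds plus 3 SD, cut at about 27% in these data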;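 also: 0% = acetylcholine EC80 with DMSO and 100% = DMSO without agonist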
M1 antag = antagonists of human M1 muscarinic receptor; P11229; hit rate 1.3% among 360,000; AID 588852; inhibition, % at 3 µM; CHO-K1 hM1, Fluo-8 calcium fluorescence, ACh EC80 antagonist;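 active = percent inhibition above its own plate's cutoff, namely the mean of that plate's compound wells plus 3 SD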;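 also: peak over basal fluorescence ratio during 140 s after agonist addition; 0% = ACh EC80 plus DMSO and 100% = DMSO alone without agonist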
Target sequence (P11229 whole entry, looked up): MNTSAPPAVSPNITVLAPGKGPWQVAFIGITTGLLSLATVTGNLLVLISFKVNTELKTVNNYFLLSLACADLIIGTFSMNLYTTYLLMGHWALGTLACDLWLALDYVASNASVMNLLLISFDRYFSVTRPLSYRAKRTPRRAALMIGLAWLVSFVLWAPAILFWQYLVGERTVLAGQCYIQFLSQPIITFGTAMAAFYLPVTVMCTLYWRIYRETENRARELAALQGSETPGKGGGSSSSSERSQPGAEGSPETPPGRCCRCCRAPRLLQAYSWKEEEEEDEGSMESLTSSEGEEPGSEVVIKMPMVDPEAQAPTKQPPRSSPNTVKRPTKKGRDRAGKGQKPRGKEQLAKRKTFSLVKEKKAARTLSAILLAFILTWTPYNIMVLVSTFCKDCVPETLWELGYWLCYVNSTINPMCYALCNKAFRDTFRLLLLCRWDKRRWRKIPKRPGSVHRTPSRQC
CHRM1 PAM = human CHRM1 positive allosteric modulation. activation, % at 3 µM. CHO-K1 hM1, Fluo-8 calcium fluorescence, ACh EC20; 0% = ACh EC20, 100% = maximal ACh. P11229. hit rate 0.088% among 360,000; in the data active = activation above about 19%, passing the limit was not always enough
* hit, by the source's call; x = no result given. Compounds were not picked by outcome; any-hit rate near 2.8%.

SMILES	CHRM4 PAM	CHRM4 agonist	CRFBP-R2 agonist	CHRM5 PAM	M5 ag	M4 antag	CHRM5 antagonist	M1 antag	CHRM1 PAM
Oc1cc2ccccc2cc1-c1nnc2n1-c1ccccc1SC2	0.4	1.3	-1.2	-16.5	-4.6	-1.0	5.5	-5.9	3.2
COc1ccc(-c2nc3n(n2)C(=O)CC(c2ccco2)S3)cc1 (centres undefined)	11.6	0.5	1.1	-4.9	0.5	0.6	0.1	-9.7	5.2
COC(=O)C(Cc1c[nH]c2ccccc12)N1CCS(=O)(=O)CC1 (centres undefined)	-3.2	0.6	0.9	3.8	0.1	3.2	1.3	-2.4	8.0
COc1ccccc1NC(=O)NCCC1=CCCCC1	-6.4	-0.2	1.9	-12.0	-5.2	8.1	6.1	-1.7	2.9
C=C(C)COc1ccc(-c2nc(N)ncc2Oc2ccc(OC)cc2)c(O)c1	2.7	1.4	0.3	-0.9	-3.9	0.1	4.1	-11.9	8.6
CNC(=O)CN(C)S(=O)(=O)c1ccc(F)cc1	-8.6	0.0	7.9	3.0	2.8	8.6	1.3	5.3	-0.9
COc1ccc(-c2noc(CCC(N)=O)n2)cc1OC	-2.5	-0.5	2.9	-0.7	-0.5	12.4	2.3	-7.8	8.5
O=C(O)Cn1cc(F)c(=O)[nH]c1=O	8.8	0.1	2.4	-5.8	-0.6	-13.0	5.2	-7.2	5.5
CCS(=O)(=O)N1CCN(Cc2ccncc2)CC1	-0.6	-1.7	1.1	7.6	3.5	-1.4	-8.0	-3.8	2.2
CCCCC1OC23CCCCC2C(C#N)(C(=N)O3)C1(C#N)C#N (centres undefined)	-4.3	1.1	13.9	-3.7	1.7	12.2	5.1	2.6	-1.7

Brought forward from above: 4 compounds, then new ones.
SMILES	CHRM4 PAM	CHRM4 agonist	CRFBP-R2 agonist	CHRM5 PAM	M5 ag	M4 antag	CHRM5 antagonist	M1 antag	CHRM1 PAM
COc1ccc(-c2noc(CCC(N)=O)n2)cc1OC	-2.5	-0.5	2.9	-0.7	-0.5	12.4	2.3	-7.8	8.5
O=C(O)Cn1cc(F)c(=O)[nH]c1=O	8.8	0.1	2.4	-5.8	-0.6	-13.0	5.2	-7.2	5.5
CCS(=O)(=O)N1CCN(Cc2ccncc2)CC1	-0.6	-1.7	1.1	7.6	3.5	-1.4	-8.0	-3.8	2.2
CCCCC1OC23CCCCC2C(C#N)(C(=N)O3)C1(C#N)C#N (centres undefined)	-4.3	1.1	13.9	-3.7	1.7	12.2	5.1	2.6	-1.7
COc1cccc(N2CCN(C(=O)CNC(=O)c3sc4ccccc4c3Cl)CC2)c1	-0.7	7.2	2.8	-7.7	-3.8	-5.8	6.2	-8.4	5.4
CCSc1nnc(NC(=O)C2CCCCC2)s1	4.4	-0.3	-0.3	2.9	-3.5	-8.2	-5.8	-8.3	7.7
Cc1ccc2nc(N3C(=O)C(O)=C(C(=O)c4ccc(C)o4)C3c3ccc(O)cc3)sc2c1 (centres undefined)	13.0	6.8	-0.3	0.6	3.5	-8.5	11.8	-0.4	8.2
N#Cc1sc2nc(N3CCCCC3)c3c(c2c1N)CCCC3	2.7	-1.8	5.9	-0.9	-5.0	-1.8	-5.7	-4.9	-1.6
COc1cccc(NC(=O)CSc2nc3scc(C)c3c(=O)[nH]2)c1	-3.7	4.9	2.9	-2.2	3.3	-2.8	10.7	-0.2	-2.9
CCOc1ccc(OCCC(=O)N(CC)CC(=O)Nc2ccccc2C(F)(F)F)cc1	15.1	3.1	0.5	10.4	4.1	-18.3	-3.3	-10.5	10.4
O=C1/C(=C/c2cccs2)CCC/C1=C\c1cccs1	2.5	0.3	7.5	7.1	1.4	1.4	-3.8	-8.1	1.2
CC(C)=N/N=c1\scc(C)n1Cc1ccco1	3.3	1.8	-1.3	-1.6	-4.0	-11.1	7.0	-13.6	12.5
CC1CCC/C(=N/Nc2ccc([N+](=O)[O-])cc2[N+](=O)[O-])C1 (centres undefined)	11.6	3.3	-1.4	-3.7	1.5	-9.3	-0.3	0.9	0.8
COc1cc(/C=N/n2cnnc2)ccc1OC(=O)c1cccnc1	4.1	1.2	-0.5	-5.7	1.6	-10.9	1.8	-3.8	1.3

Part of the list above with just CHRM1 PAM, M5 ag and CRFBP-R2 agonist.
Structure | CHRM1 PAM | M5 ag | CRFBP-R2 agonist
COc1ccc(-c2noc(CCC(N)=O)n2)cc1OC | 8.5 | -0.5 | 2.9
O=C(O)Cn1cc(F)c(=O)[nH]c1=O | 5.5 | -0.6 | 2.4

Additional results
SMILES	CHRM4 PAM	CHRM4 agonist	CRFBP-R2 agonist	CHRM5 PAM	M5 ag	M4 antag	CHRM5 antagonist	M1 antag	CHRM1 PAM
Cc1ccc2oc(=O)n(Cc3ccc(F)cc3)c2c1	-5.3	-1.7	-1.2	1.4	-10.8	11.7	-2.5	-0.6	4.5
CCCCNC(=O)C[C@@H]1C[C@@]2(C(=O)OC)CC(C)(C)CC=C2N(Cc2ccco2)C1=O	5.9	2.1	x	4.5	0.0	-12.3	-9.1	x	x
O=C1O/C(=C\C(=O)N2CCOCC2)c2ccccc21	3.9	0.5	-0.7	-7.9	-3.5	8.9	-4.5	-23.1	11.8
NC(N)=NS(=O)(=O)c1ccc(NC(=S)NC(=O)c2sc3ccccc3c2Cl)cc1	6.0	3.0	0.1	1.1	-2.7	7.0	2.1	-1.3	-3.1
COc1ccccc1CN1CCC(n2nccc2NC(=O)CCc2ccccc2)CC1	-5.1	1.7	0.0	4.4	-3.5	2.3	4.6	-6.6	1.7
COc1ccccc1NS(=O)(=O)c1ccc2c(c1)NC(=O)C(C)S2 (centres undefined)	9.0	13.0	-3.0	-5.6	1.2	5.2	0.9	-7.2	9.2
CC1(C)CC(=O)C(C(=O)C2CCN(S(=O)(=O)c3ccccc3)CC2)C(=O)C1	6.0	-0.5	-1.1	8.4	0.2	4.5	-1.8	-8.2	12.5
Clc1cccc(-c2ccc(/C=N/n3cnnc3)o2)c1	0.8	2.3	-3.0	-2.7	-1.2	-4.0	9.1	-4.9	8.8
O=C(CSc1nc2[nH]ncc2c(=O)[nH]1)c1ccccc1	-2.3	1.1	-1.2	2.5	-0.9	-1.9	0.9	0.1	9.7
COc1cccc(OC)c1C(=O)Nc1cc2c(cc1N1CCOCC1)n(C)c(=O)n2C	-0.2	4.7	-0.6	2.0	1.1	-9.9	-11.0	8.7	-0.2
O=C(Nc1nc2ccccc2s1)c1cccc(N2C(=O)CCC2=O)c1	-2.9	13.6	-0.4	0.8	7.5	-1.9	-15.8	-3.1	0.5
O=C(Nc1cccc(-c2nc3cccnc3s2)c1)c1cccnc1Cl	-16.1	8.5	-0.1	-11.6	3.0	-0.5	5.2	-28.0	3.5
CCCN1CCc2c(sc(NC(=O)c3ccc(S(=O)(=O)N4CCCC4)cc3)c2C(N)=O)C1	4.3	3.0	61.8*	10.1	-1.6	-16.0	-27.4	-7.4	4.6
Cc1ccc(C)c(-n2nnnc2Sc2nnnn2-c2ccccc2)c1	-8.1	1.0	-0.8	-9.3	-8.2	7.3	-5.6	-6.2	3.7
FC(F)(F)c1nnc(-c2ccccc2)nc1N1CCOCC1	9.2	-1.5	-2.2	-0.6	0.7	-16.7	1.5	1.1	8.9
COc1ccccc1C(=O)NCC(=O)NCCC(c1ccccc1)c1ccccc1	6.4	0.8	0.1	-4.3	-10.2	-13.4	10.8	-5.3	-2.5
CCOc1ccc(CCNC(=O)CSc2cc(=O)n(C)c3ccc(Cl)cc23)cc1OCC	6.5	-2.1	-0.2	4.2	-0.6	-16.9	-1.6	-5.8	4.5
Cc1ccc(S(=O)(=O)NCc2nc3ccccc3c(=O)n2N)cc1	-1.6	3.7	0.7	-5.1	4.0	-4.4	4.3	-5.6	2.8
CCc1ccc(S(=O)(=O)NCc2csc(C)n2)s1	-0.4	1.7	-0.4	-2.8	1.4	-1.2	6.3	-9.6	4.3
C=CC[C@H](CC(=O)N(CCO)Cc1ccccc1)C(=O)N[C@H](COC(=O)[C@@H](CC=C)Cc1ccc(F)cc1)C(C)(C)C	-7.9	6.1	0.1	-15.6	1.2	5.7	11.3	12.1	-2.9

The list goes on; it opens with the two that closed the last part.
SMILES	CHRM4 PAM	CHRM4 agonist	CRFBP-R2 agonist	CHRM5 PAM	M5 ag	M4 antag	CHRM5 antagonist	M1 antag	CHRM1 PAM
CCc1ccc(S(=O)(=O)NCc2csc(C)n2)s1	-0.4	1.7	-0.4	-2.8	1.4	-1.2	6.3	-9.6	4.3
C=CC[C@H](CC(=O)N(CCO)Cc1ccccc1)C(=O)N[C@H](COC(=O)[C@@H](CC=C)Cc1ccc(F)cc1)C(C)(C)C	-7.9	6.1	0.1	-15.6	1.2	5.7	11.3	12.1	-2.9
O=C(N/C(=C\c1ccc2c(c1)OCO2)C(=O)N1CCOCC1)c1ccccc1Br	5.3	0.3	-0.3	-3.1	-3.6	1.0	21.3	-0.9	4.5
COc1ccc2nc(-c3ccccc3)nc(SC)c2c1	6.9	-0.4	4.8	-0.4	-0.5	-14.7	-3.1	-7.4	13.9
Nn1c(Cc2cccc3ccccc23)n[nH]c1=S	-2.9	1.3	0.2	-2.1	-3.6	10.3	2.7	-5.6	7.4
COC(=O)/C(C#N)=C(/Nc1ccc(F)c(Cl)c1)C(F)(F)F	8.0	0.6	-0.2	2.5	-1.8	-16.5	-3.9	-7.5	5.7
COc1cc(CO)cc(Br)c1OCC(=O)O	0.4	0.9	3.4	-3.0	3.1	-12.2	-6.6	-4.4	2.8
CCOC(=O)c1c(C)[nH]c(C)c1C(=O)CSc1nc2ccccc2c(=O)n1-c1ccccc1C	-2.7	8.3	3.6	-10.2	-0.4	-10.2	11.2	6.5	-5.8
COc1cccc(NC(=O)CN(C)C(=O)/C=C/c2cn(Cc3ccccc3)nc2-c2cccnc2)c1	-7.3	1.3	-0.2	-6.0	-0.7	-2.0	3.4	-1.1	-1.7
Cn1cncc1C#Cc1c(C=O)[nH]c2ccccc12	7.0	0.4	-2.1	1.1	-5.0	1.4	11.1	-10.1	8.9
CCOC(=O)CSc1nnc(Cn2c(=O)sc3ccccc32)n1C	1.5	-0.4	-1.8	-7.1	3.0	-6.5	10.2	-3.5	22.1
CCc1n[nH]c(=S)n1/N=C/c1cc(OC)cc([N+](=O)[O-])c1O	-1.6	0.1	-1.1	-2.1	-0.3	11.1	12.3	-1.8	1.1
Cc1nn(-c2ccccc2)c(C)c1/C=N/NC(=O)c1cc(-c2cccc3ccccc23)n[nH]1	-6.8	3.0	-0.3	-2.8	-2.1	5.2	5.9	-4.2	8.9
CNC(=O)COc1coc(CN2CCN(c3ccccc3OC)CC2)cc1=O	-2.0	-0.2	-0.4	4.5	-0.1	3.4	1.7	-3.0	5.3
Cc1ccc(N2CC(C(=O)Nc3ccc4c(c3)OCO4)CC2=O)cc1 (centres undefined)	13.5	0.7	0.0	-3.1	-0.6	-10.6	-4.7	-4.0	3.2
O=[N+]([O-])c1cccc(-c2ccn[nH]2)c1	9.0	1.6	-0.1	-1.7	0.0	9.5	9.4	-1.9	30.6*
CCCCCc1nnc(NC(=O)CN2C(=O)C3CCCCC3C2=O)s1 (centres undefined)	3.6	1.4	-1.4	4.5	-2.0	-1.0	12.3	-4.3	12.4
Cc1occc1C(=O)NNC(=S)NCc1ccccc1	15.6	1.2	-0.1	0.1	-1.2	-2.9	4.3	-6.8	7.0
C/C(=C\C(=S)Nc1ccccc1)Nc1ccccc1	-3.3	0.9	-0.6	0.7	-0.2	2.3	-4.2	-8.3	7.1
